# PAFAH2 inh = PAFAH2 enzyme inhibitors, primary screen, biochemical, fluorescence polarization, human; Platelet-activating factor acetylhydrolase 2, cytoplasmic (Homo sapiens), Q99487; recombinant PAFAH2, FP-rhodamine activity probe; inhibition, % at 3.39 µM; actives 0.99% (n = 340,000); AID 492956, 2010;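 active means inhibition above the mean over all tested compounds plus 3 SD, cut at about 30% in these data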;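 further: inhibitors block probe labeling of enzyme so polarization drops; 0% = enzyme with DMSO and 100% = wells lacking PAFAH2 protein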
# PREPL inhibitor = PREPL enzyme inhibitors, primary screen, biochemical, fluorescence polarization | Prolyl endopeptidase-like (Homo sapiens), Q4J6C6 | recombinant PREPL, fluorescence polarization activity-based probe | inhibition, % at 5.96 µM | actives 0.68% (n = 320,000) | AID 2751, 2010; in the data active means inhibition above about 43%;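 further: 0% = enzyme with DMSO and 100% = wells lacking enzyme; many of its hits are not listed in these tables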
# PAD4 inh = human PAD4 inhibitors, primary screen, biochemical, fluorescence polarization, 1536-well format; Protein-arginine deiminase type-4 (Homo sapiens), Q9UM07; recombinant PAD4, RCA probe fluorescence polarization; inhibition, % at 6.36 µM; actives 0.41% (n = 330,000);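 active means percent inhibition above a cutoff equal to the mean of all tested compounds plus 3 SD, cut at about 15% in these data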;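 further: 0% = PAD4 with RCA probe and DMSO and 100% = probe without PAD4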
# Target sequence (Q9UM07 whole entry, looked up): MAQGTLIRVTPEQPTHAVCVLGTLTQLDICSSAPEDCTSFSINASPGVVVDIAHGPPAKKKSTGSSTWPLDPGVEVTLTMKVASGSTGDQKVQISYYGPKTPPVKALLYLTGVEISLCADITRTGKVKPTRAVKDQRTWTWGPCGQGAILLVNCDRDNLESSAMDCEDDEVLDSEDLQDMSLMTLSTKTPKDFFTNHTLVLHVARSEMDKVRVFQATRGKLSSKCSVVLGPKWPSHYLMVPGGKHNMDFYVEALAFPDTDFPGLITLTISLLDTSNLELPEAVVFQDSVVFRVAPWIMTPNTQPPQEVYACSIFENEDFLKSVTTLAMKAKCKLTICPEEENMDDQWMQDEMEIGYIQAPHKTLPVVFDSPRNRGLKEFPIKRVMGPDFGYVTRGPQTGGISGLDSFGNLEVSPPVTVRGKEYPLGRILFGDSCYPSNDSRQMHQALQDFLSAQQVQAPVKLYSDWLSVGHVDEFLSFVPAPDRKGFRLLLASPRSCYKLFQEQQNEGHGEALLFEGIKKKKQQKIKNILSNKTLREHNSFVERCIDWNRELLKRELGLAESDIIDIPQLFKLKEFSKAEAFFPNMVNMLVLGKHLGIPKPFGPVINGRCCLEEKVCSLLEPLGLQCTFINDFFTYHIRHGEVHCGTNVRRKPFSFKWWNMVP
# LYPLA2 counter = LYPLA2 inhibitors, primary screen, counter-screen for PME1 inhibitor project, biochemical, fluorescence polarization, FP-Rh probe ABPP | actives 0.38% (n = 320,000) | Acyl-protein thioesterase 2 (Homo sapiens), O95372 | inhibition, % at 5.9 µM | recombinant LYPLA2;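 active means inhibition above the screen-wide mean plus 3 SD, limit set per campaign, cut at about 26% in these data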;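 further: 0% = LYPLA2 with DMSO and 100% = wells lacking LYPLA2 enzyme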
# PAFAH1B2 FP inh = PAFAH1B2 enzyme inhibitors, primary screen, biochemical, fluorescence polarization, human. inhibition, % at 3.39 µM. actives 1.2% (n = 340,000). recombinant PAFAH1B2, FP-rhodamine activity probe. Platelet-activating factor acetylhydrolase IB subunit alpha2 (Homo sapiens), P68402. AID 492953, 2010;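 active means inhibition above the mean of all tested compounds plus 3 SD, cut at about 24% in these data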;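 further: 0% = enzyme with DMSO and 100% = wells lacking PAFAH1B2; many of its hits are not listed in these tables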
# GSTO1 inh = inhibitors of recombinant GSTO1, primary screen, counter-screen for RBBP9 inhibitor project, biochemical, fluorescence polarization; AID 1974, 2009; Glutathione S-transferase omega-1 (Homo sapiens), P78417; actives 1.1% (n = 300,000); activity-based probe fluorescence polarization; inhibition, % at 5.96 µM;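 active means inhibition above the campaign mean inhibition plus 3 SD, cut at about 35% in these data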;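 further: 0% = GSTO1-1 with DMSO and 100% = wells lacking GSTO1-1 enzyme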
# pPAFAH FP inh = pPAFAH enzyme inhibitors, primary screen, biochemical, fluorescence polarization, human | inhibition, % at 3.39 µM | recombinant pPAFAH, FP-rhodamine probe fluorescence polarization | Platelet-activating factor acetylhydrolase (Homo sapiens), Q13093 | actives 1.5% (n = 330,000);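 active means inhibition above the mean inhibition across the screen plus 3 SD, cut at about 25% in these data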;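 further: inhibitors block binding of the rhodamine activity-based probe so polarization drops; 0% = enzyme with DMSO and 100% = wells lacking pPAFAH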
# LYPLA1 inh = LYPLA1 inhibitors, primary screen, counter-screen for PME1 inhibitor project, biochemical, fluorescence polarization, FP-Rh probe ABPP; Acyl-protein thioesterase 1 (Homo sapiens), O75608; recombinant LYPLA1; inhibition, % at 5.9 µM; actives 0.16% (n = 320,000); AID 2174, 2009;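 active means inhibition above the mean of all tested compounds plus 3 SD, set per campaign, cut at about 14% in these data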;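 further: inhibitors block serine hydrolase probe labeling of LYPLA1 so polarization falls; 0% = enzyme with DMSO and 100% = wells lacking LYPLA1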
# PAFAH1B3 inh = PAFAH1B3 enzyme inhibitors, primary screen, biochemical, fluorescence polarization, human | Platelet-activating factor acetylhydrolase IB subunit alpha1 (Homo sapiens), Q15102 | recombinant PAFAH1B3, FP-rhodamine probe | inhibition, % at 3.39 µM | actives 0.28% (n = 340,000) | AID 492972, 2010;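 active means inhibition above the screen-wide average of all tested compounds plus 3 SD, cut at about 25% in these data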;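 further: 0% = enzyme with DMSO only and 100% = wells lacking PAFAH1B3 protein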
# Target sequence (Q15102 whole entry, looked up): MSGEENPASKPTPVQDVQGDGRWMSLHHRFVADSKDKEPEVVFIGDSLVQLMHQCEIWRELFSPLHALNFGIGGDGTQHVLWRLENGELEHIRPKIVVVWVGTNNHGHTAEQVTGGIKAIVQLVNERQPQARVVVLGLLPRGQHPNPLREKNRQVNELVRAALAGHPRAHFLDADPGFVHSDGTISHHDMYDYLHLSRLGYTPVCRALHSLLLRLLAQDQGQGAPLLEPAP
# Active calls of the source: *; · = not tested or not shown. Only part of the results is shown (hit frequency here may not be typical).
Molecule	PAFAH2 inh	PREPL inhibitor	PAD4 inh	LYPLA2 counter	PAFAH1B2 FP inh	GSTO1 inh	pPAFAH FP inh	LYPLA1 inh	PAFAH1B3 inh
O=C(CN(CC1CCCO1)C(=O)CNS(=O)(=O)c1ccccc1)NCCc1ccccc1 (centres undefined)	2.0	-1.0	0.1	-0.6	2.0	5.8	11.1	1.7	1.9
O=C(Oc1ccccc1O)c1cccc2ccccc12	·	-1.9	-0.1	2.1	·	58.9*	2.2	-2.1	·
O=C(Nc1ccccc1)Nc1cc(S(=O)(=O)N2CCOCC2)ccc1N1CCCC1	2.3	3.0	-1.8	0.4	2.6	1.2	0.6	-0.4	2.1
Cn1nc(C(=O)NC2CCCCC2)c2c1-c1ccccc1SC2	4.3	1.3	1.1	4.0	1.9	5.2	-7.5	-9.0	-5.1
COc1ccccc1NC(=S)NC(=O)CCCOc1ccc(Cl)cc1Cl	-8.8	-4.5	3.3	-35.1	-11.1	2.9	-10.9	-18.5	-3.5
COc1ccccc1C/C(N)=N/OC(=O)COc1cc(C)cc(C)c1C	-3.1	-5.7	3.7	3.5	2.5	2.6	-2.0	8.6	8.6
Cn1ccc(NC(=O)Nc2cccc([N+](=O)[O-])c2)n1	·	7.0	-2.4	-6.2	·	0.7	4.4	0.4	·
COCCNC(=O)c1c[nH]c2ccc(S(=O)(=O)N(C)c3ccc(C)c(C)c3)cc2c1=O	2.0	9.3	3.4	-4.3	0.5	-11.5	2.5	-6.7	-3.7
CC#CCN1c2ccccc2[C@]23C[C@@H](C(=O)OC)N(C(=O)C4CCC4)C2=NC(C(=O)OC)=C(C(=O)OC)[C@H]13	0.9	1.6	-0.4	-1.0	2.7	1.9	3.4	-2.5	8.3
O=C1/C(=C2/NCCN2C2CC(=O)N(c3ccccc3)C2=O)CC/C1=C\c1ccccc1 (centres undefined)	16.7	6.9	-3.9	2.3	-1.6	0.7	5.4	0.8	7.9
Cc1ccccc1C(=O)NNC(=O)C12CC3CC(CC(C3)C1)C2	0.4	-0.8	-2.7	-2.0	9.0	3.6	0.3	-0.6	0.9
O=C(NC1CCCCC1)c1n[nH]c2c1CCCCC2	2.0	3.7	-1.9	1.2	6.2	4.6	2.9	2.6	8.4
CCCCNc1c(-c2ccc(-c3cccc(Cl)c3)cc2)nc2ccccn12	1.6	42.5	6.3	-1.3	8.7	9.2	20.4	-3.4	3.9
CCOC(=O)c1ccc(N2C(=O)CC(C3CCCO3)C2=O)cc1 (centres undefined)	-0.6	3.9	0.9	-4.2	6.2	-0.5	7.3	0.2	10.3
Cn1c(=O)c(C(=O)c2ccc(S(C)(=O)=O)c(Cl)c2Cl)c(O)c2ccccc21	1.4	1.5	1.3	5.7	2.3	-11.9	4.7	3.1	-0.4
Cc1ccc(-c2nc(CS(=O)(=O)CC(=O)N3CCc4ccccc4C3)c(C)o2)cc1	-0.5	-23.8	-2.8	3.1	7.9	2.7	8.8	5.2	4.2
CS(=O)(=O)N(CC(=O)Nc1cccc(F)c1)Cc1ccccc1	7.1	0.1	-0.4	2.0	-0.5	4.0	0.3	0.6	0.1
CN(C)S(=O)(=O)c1ccc(NC(=O)C2CC(=O)N(Cc3ccccc3Cl)C2)cc1 (centres undefined)	-2.8	-2.4	-2.9	8.4	0.4	8.6	2.0	1.8	5.6
O=C(/C=C/c1ccccn1)c1ccc(Br)cc1O	-6.5	-3.3	2.0	7.1	0.8	0.7	1.5	0.4	1.0
COc1ccccc1C(=O)NCC(=O)N/N=C/c1cccc(Cl)c1	-0.3	-3.4	-1.8	-1.1	-1.0	4.7	3.1	0.6	10.3
O=C(COC(=O)/C=C/c1cccc(Cl)c1)NC(=O)NCc1ccccc1	-2.2	8.7	-1.4	-3.0	-2.1	·	-6.3	-6.9	2.5
O=C(CCCn1c(=S)[nH]c2ccc(Br)cc2c1=O)NCC1CCCO1 (centres undefined)	5.0	9.0	-5.4	3.1	6.0	7.6	2.2	-0.7	13.6
COc1ccc(Br)cc1Cn1nnc(C(=O)Nc2ccc3c(c2)OCCO3)c1N	-3.7	15.8	-4.5	3.7	0.3	0.7	10.4	-4.5	2.8
Cc1ccccc1Nc1nnc(C)c(=O)n1N	5.2	-6.6	2.0	0.0	-1.1	-3.5	0.6	-2.1	-4.5
O=C(N/N=C/C(Cl)=C/c1ccccc1)c1ccco1	-1.1	-2.4	0.2	2.2	3.5	-21.9	5.2	-2.9	7.2
Cc1cccc(C2=NN(c3ccccc3)[C@H](CO)[C@H]2c2ccccc2)c1	3.2	·	-0.1	·	3.6	·	4.5	·	7.1
COc1ccc(S(=O)(=O)NCc2ccccn2)cc1NC(=O)c1ccccc1F	-0.3	1.8	-1.4	-6.4	6.2	-1.5	4.5	-2.2	14.4
O=C(NCC1CCN(Cc2ccccc2F)CC1)Nc1cccc(Br)c1	-5.3	-2.9	-3.7	5.7	4.0	0.8	3.0	-0.8	11.3
CCOC(=O)c1ccc(NC(=O)CN2C(=O)NC3(CCCCCCC3)C2=O)cc1	-7.4	-1.3	1.0	3.7	3.3	·	3.2	-2.5	9.7
NNC(=O)c1ccc(COc2cccc3ccccc23)o1	5.8	8.2	-4.2	-14.0	0.6	2.0	-2.1	-7.5	4.9
CCC[C@@H]1C[C@@H](C(=O)N[C@H]([C@@H](C)O)[C@H]2O[C@H](SC)[C@H](O)[C@@H](O)C2O)N(C)C1 (some centres undefined)	-6.0	6.9	-2.9	·	5.5	·	0.7	·	8.2
COc1cc(-c2nnc(COC(=O)c3ccc(C)o3)o2)cc(OC)c1OC	6.8	4.0	1.7	5.1	2.9	·	4.2	2.2	19.0
COc1ccccc1/C=N/NC(=O)c1nnn(-c2nonc2N)c1CN(C)c1ccccc1	-2.0	-7.4	-1.0	-6.8	0.0	0.6	6.4	-11.1	-3.4
CC(C)c1cc(C(=O)NCc2ccco2)no1	-0.2	3.8	-0.3	-3.9	-0.7	2.1	-3.7	-1.0	-2.3
O=CN1CCN(S(=O)(=O)c2ccc(S(=O)(=O)NC3CCCCC3)cc2)CC1	-0.1	-4.7	-4.4	0.3	8.3	4.2	10.2	3.6	5.3
COc1ccc(C2CC23N=C(c2ccccc2)OC3=O)cc1 (centres undefined)	4.0	3.5	-1.9	3.8	-0.6	13.1	-1.2	-5.5	-5.7
Cc1sc2ncnc(SCC#N)c2c1C	5.2	4.5	-0.7	1.0	2.2	-5.4	7.5	0.3	-10.0
Cn1c(=O)n(CC(=O)O)c(=O)c2c1nc1n2CCCN1Cc1ccccc1	-1.2	1.3	-1.0	0.5	3.5	7.7	5.6	0.2	5.0
O=C1NC2(CCCCCC2)C(=O)N1CCS(=O)(=O)Oc1ccccc1	6.4	3.5	-6.3	-1.9	7.9	-2.5	3.6	-0.4	11.5
CCOC(=O)N1CCN(C(=O)CSCc2nc(-c3ccccc3F)oc2C)CC1	-4.5	19.0	2.1	-2.6	-4.1	10.2	10.2	-2.1	-6.3
COc1ccc(Oc2cc(F)nc(N)n2)cc1	2.7	16.5	1.1	5.4	1.2	6.5	0.8	0.0	4.7
CCCOc1ccc2ccccc2c1/C=N/n1cnnc1	7.0	-1.6	0.3	0.8	2.5	2.0	2.1	-0.6	4.1
CC(C)=CCC(C)(C)C1OCCN1C(=O)Nc1ccccc1 (centres undefined)	-2.8	13.1	0.0	-9.6	5.0	8.2	1.6	-3.1	-0.1
CCc1ccc(C(=O)COC(=O)c2ccc(-c3nnc(-c4ccccc4)o3)cc2)cc1	5.9	2.9	1.2	6.1	4.9	1.7	-0.1	5.4	9.9
COc1ccccc1C(=O)NCC(=O)n1nc(C)cc1C	-0.5	7.9	-6.4	-7.2	5.3	3.1	5.9	-5.0	5.5
Cc1cc(C=C2C(=O)c3ccccc3C2=O)c(C)n1-c1cccc(C(=O)O)c1	20.1	7.0	-4.1	2.5	2.0	20.3	9.6	4.4	18.1
Cc1cccc(OCC(=O)Oc2ccc(Cl)cc2)c1	-0.3	2.4	1.9	5.1	6.9	-6.6	3.9	0.8	7.0
COC(=O)c1ccc(Cn2nc(C)cc2C)cc1	1.4	-9.7	-1.1	1.9	0.9	0.3	-4.8	1.7	3.6
COc1ccccc1N1CCN(C(=O)CCCNC(=O)Cn2cnc3sc(C)c(C)c3c2=O)CC1	-6.7	8.8	-4.5	3.0	2.7	4.0	5.1	3.3	1.6
COc1ccc(/C=N/NC(=O)Cn2ccnc2C)cc1OC	·	-5.4	1.7	-3.8	·	4.1	-0.9	-3.0	·

# Remaining list, next part:
Molecule	PAFAH2 inh	PREPL inhibitor	PAD4 inh	LYPLA2 counter	PAFAH1B2 FP inh	GSTO1 inh	pPAFAH FP inh	LYPLA1 inh	PAFAH1B3 inh
CC1CCCCN1C(=O)Nc1ccccc1Cl (centres undefined)	-5.0	9.4	-4.1	-3.2	1.2	0.9	-0.1	-0.2	10.3
COc1ccc(Cn2cnc3c4cc(F)ccc4n(C)c3c2=O)cc1	·	5.0	-3.2	0.9	·	11.5	4.9	1.4	·
Cc1ccc(-c2nc3ccccc3n2C)o1	4.0	11.9	-8.3	-3.5	1.9	6.2	-2.9	-4.0	2.2
C=C(C)COc1ccc(-c2ncncc2-c2ccc(Br)cc2)c(O)c1	-1.7	-22.2	-4.4	-5.7	5.7	25.3	4.2	-4.9	5.0
c1ccc(-c2nnc(C3CC(c4ccncc4)=NO3)o2)cc1 (centres undefined)	1.7	-13.1	-2.4	-4.4	2.3	-8.5	3.5	-2.4	-3.1
O=C(NC(=S)NCC1CCCO1)c1cccc([N+](=O)[O-])c1 (centres undefined)	5.9	-0.2	2.1	4.9	1.9	-3.0	5.7	0.9	1.6
CC(C)NC(=O)c1cc(-c2ccc3c(c2)OCO3)on1	0.9	8.0	-9.8	-12.1	1.0	-3.8	-4.3	-3.9	2.5
CCOc1c2ccc(C(=O)N[C@H](C)C3CCCCC3)cc2nn1CCOC	14.6	7.8	-0.8	2.2	-4.0	3.9	4.9	-0.5	2.4
CCOc1ccc(N)c(SSc2cc(OCC)ccc2N)c1	-7.3	-2.1	26.0*	-7.8	6.0	23.4	3.9	0.6	11.8
COc1cc(/C=C/C(=O)OCC(=O)c2ccc(OC(F)F)cc2)ccc1O	12.3	3.2	2.6	·	8.5	·	8.2	·	5.3

# Source: PubChem
